# Screening results as filed in PubChem BioAssay.
# IDH1 R132H inh: inhibitors of IDH1 R132H reductase, primary screen, biochemical, plate reader, single point | Isocitrate dehydrogenase [NADP] cytoplasmic (Homo sapiens), O75874 | hit rate 0.18% among 70,000 | diaphorase/resazurin fluorescence, 60 min | inhibition, % at 10 µM; in the data active = inhibition above about 34%; inconclusive = no clear call, values can overlap the other calls; inactive = below about 11%;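 note: 0% = DMSO and 100% = no enzyme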
# Target sequence (O75874 whole entry R132H): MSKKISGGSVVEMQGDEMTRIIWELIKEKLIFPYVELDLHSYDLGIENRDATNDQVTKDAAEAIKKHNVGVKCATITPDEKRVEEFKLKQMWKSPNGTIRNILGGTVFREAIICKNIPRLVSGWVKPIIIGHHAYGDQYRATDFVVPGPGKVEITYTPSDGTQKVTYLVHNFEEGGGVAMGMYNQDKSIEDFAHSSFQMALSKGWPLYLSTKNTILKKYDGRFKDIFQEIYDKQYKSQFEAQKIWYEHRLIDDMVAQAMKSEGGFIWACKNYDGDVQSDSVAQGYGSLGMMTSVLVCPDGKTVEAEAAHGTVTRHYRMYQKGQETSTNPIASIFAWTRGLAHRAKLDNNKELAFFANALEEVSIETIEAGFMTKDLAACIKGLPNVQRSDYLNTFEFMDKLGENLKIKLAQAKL
# EZH2 inh: EZH2/PRC2 methyltransferase inhibitors, primary screen, biochemical, DELFIA time-resolved fluorescence, single point; Histone-lysine N-methyltransferase EZH2 (Homo sapiens), Q15910; PRC2 H3K27 methylation, DELFIA TRF, 1 h; inhibition, % at 12.5 µM; hit rate 0.35% among 57,000;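 active = mean inhibition of replicates at least 50% and every single replicate also reaching 50%; inconclusive = mean inhibition at least 50% but some replicate falls below 50%; inactive = mean inhibition under 50%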;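 note: dimethyl H3K27 on biotinylated H3 21-44 peptide detected by antibody; plate controls were median neutral control wells for no effect and median positive control wells for full effect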
# The depositor's hits bear a star; u = inconclusive; x = no result given.
# Each structure is followed by: EZH2 inh	IDH1 R132H inh
N#Cc1cnc(SCC(=O)Nc2ccccc2F)nc1N
    1.3	0.3
C[C@@H]1CN([C@H](C)CO)S(=O)(=O)c2ccc(C#Cc3ccncc3)cc2O[C@@H]1CN(C)C(=O)c1ccncc1
    x	14.5
COC(=O)C1=C(C)Nc2ncnn2C1c1ccccc1[N+](=O)[O-] (stereo not given)
    5.2	0.9
O=c1occ(CO)c(O)c1CN1CCc2ccccc2C1
    2.9	0.3
Cc1onc(NC(=O)NC(=O)c2ccccc2F)c1Br
    u	-1.5
C[C@@H]1CCCCO[C@@H](CN(C)Cc2ccc(C(=O)O)cc2)[C@@H](C)CN([C@H](C)CO)C(=O)c2cc(NC(=O)Cc3ccccc3)ccc2O1
    x	0.7
Cc1ccc(S(=O)(=O)N[C@H]2CC[C@@H](CCNC(=O)C3CCCC3)O[C@H]2CO)cc1
    -1.9	-0.1
COc1ccc(NC(=O)Nc2cccc3c2O[C@@H](CN(C)C(=O)Nc2cccc4ccccc24)[C@@H](C)CN([C@H](C)CO)C3=O)cc1
    x	0.7
CO[C@H]1CN(C)C(=O)c2cc(NC(=O)c3ccccc3F)ccc2OC[C@@H](C)N(C(=O)c2ccccc2F)C[C@@H]1C
    1.0	0.3
Cn1ccnc1SCC(=O)Nc1cccc(F)c1
    -3.3	-1.3
COc1ccccc1CC(=O)Nc1ccc(-c2nnc(-c3ccc(C)cc3)o2)cc1
    12.1	0.2
C[C@H](O)C#Cc1cnc2c(c1)C(=O)N([C@@H](C)CO)C[C@@H](C)[C@@H](CN(C)C(=O)c1ccccc1)O2
    x	-0.3
O=C(CN1CCOCC1)N[C@@H]1CC[C@H](CCNS(=O)(=O)c2ccccc2F)O[C@H]1CO
    11.4	0.3
O=C(N[C@H]1CC[C@H](CCn2cc(-c3ccc(F)cc3)nn2)O[C@H]1CO)c1cnccn1
    14.8	0.0
O=C(C[C@@H]1CC[C@H](NS(=O)(=O)c2ccc(F)cc2)[C@H](CO)O1)N1CCN(c2ccccc2)CC1
    -3.1	0.0
CN(C)CC(=O)Nc1ccc2c(c1)[C@H]1C[C@H](CC(=O)N3CCc4ccccc4C3)O[C@@H](CO)[C@H]1O2
    1.9	-0.4
Cc1ccc(S(=O)(=O)N[C@@H]2CC[C@H](CC(=O)NCCCN(C)C)O[C@@H]2CO)cc1
    8.7	-0.3
Cn1cnc(S(=O)(=O)N[C@@H]2CC[C@@H](CC(=O)Nc3ccccc3)O[C@H]2CO)c1
    -15.2	-0.2
COC(=O)c1ccccc1-n1c(CCC(=O)O)ccc1-c1ccccc1
    x	0.1
Cc1noc(C)c1NC(=O)N[C@H]1C=C[C@H](CC(=O)N2CCCCC2)O[C@H]1CO
    2.4	-0.2

# Three records drawn at random from the list so far:
# Each structure is followed by: EZH2 inh	IDH1 R132H inh
O=C(CN1CCOCC1)N[C@@H]1CC[C@H](CCNS(=O)(=O)c2ccccc2F)O[C@H]1CO
    11.4	0.3
COc1ccccc1CC(=O)Nc1ccc(-c2nnc(-c3ccc(C)cc3)o2)cc1
    12.1	0.2
N#Cc1cnc(SCC(=O)Nc2ccccc2F)nc1N
    1.3	0.3

# (cont.)
# Each structure is followed by: EZH2 inh	IDH1 R132H inh
C[C@H]1CN([C@@H](C)CO)C(=O)Cc2cc(NC(=O)Cn3cnnn3)ccc2O[C@@H]1CN(C)Cc1ccc(Cl)c(Cl)c1
    -5.7	-0.1
C/C=C/c1cnc2c(c1)C(=O)N([C@@H](C)CO)C[C@@H](C)[C@@H](CN(C)Cc1cncnc1)O2
    25.8	-0.1
Cc1ccc(-c2ccc3c(c2)O[C@@H](CN(C)C(=O)C2CC2)[C@H](C)CN([C@@H](C)CO)S3(=O)=O)cc1
    -3.7	2.5
COCC(=O)Nc1ccc2c(c1)[C@H]1C[C@@H](CC(=O)NCc3ccccc3F)O[C@@H](CO)[C@H]1O2
    2.2	0.0
C[C@H](CO)N1C[C@H](C)[C@H](CN(C)S(=O)(=O)c2ccc(F)cc2)Oc2c(NS(=O)(=O)c3ccc(F)cc3)cccc2C1=O
    x	-4.4
CC(C)NC(=O)N(C)C[C@@H]1OCc2ccccc2-c2ccccc2C(=O)N([C@H](C)CO)C[C@H]1C
    9.5	0.5
C[C@@H]1CN([C@@H](C)CO)C(=O)Cc2cc(NC(=O)C3CC3)ccc2O[C@H]1CN(C)C(=O)Nc1ccc(C(F)(F)F)cc1
    -4.6	-0.3
C[C@H](CO)N1C[C@H](C)[C@@H](CN(C)Cc2ccc3c(c2)OCO3)OCCCC[C@H](C)Oc2ccc(NC(=O)c3ccccc3)cc2C1=O
    x	1.1
COCC(=O)Nc1ccc2c(c1)C(=O)N(C)C[C@H](OC)[C@H](C)CN(CCc1ccccc1)[C@@H](C)CO2
    -5.8	0.3
COc1ccc(NC(=O)Nc2cccc3c2O[C@H](CN(C)S(=O)(=O)c2ccc(Cl)cc2)[C@H](C)CN([C@H](C)CO)C3=O)cc1
    x	0.9
O=C(CSc1nc2ccccc2[nH]1)Nc1cccc(Cl)c1Cl
    6.7	-1.2
C[C@@H]1CCCCO[C@@H](CN(C)C(=O)Nc2ccccc2)[C@H](C)CN([C@H](C)CO)C(=O)c2cc(NC(=O)Nc3ccc(F)cc3)ccc2O1
    x	0.6
COc1cc(OC)c(/C=N/NC(=O)c2cccc(C(=O)NO)c2)c(OC)c1
    -4.3	-0.3
C[C@@H]1CCCCO[C@H](CN(C)Cc2ccc(Cl)c(Cl)c2)[C@@H](C)CN([C@H](C)CO)C(=O)c2cc(NS(=O)(=O)c3ccc(Cl)cc3)ccc2O1
    x	2.2
COc1ccccc1NC(=O)N(C)C[C@H]1OCc2cnnn2CCCC(=O)N([C@H](C)CO)C[C@@H]1C
    5.9	0.4
C[C@@H]1CN([C@@H](C)CO)C(=O)c2cc(NS(=O)(=O)c3ccc(F)cc3)ccc2O[C@@H]1CN(C)Cc1ccc2c(c1)OCO2
    1.4	0.1
C[C@H](CO)N1C[C@H](C)[C@H](CN(C)C(=O)c2cccnc2)Oc2ncc(-c3ccccc3)cc2C1=O
    5.4	-1.9
COc1ccc(CN(C)C[C@H]2Oc3ccc(NS(=O)(=O)c4ccc(Cl)cc4)cc3C(=O)N([C@H](C)CO)C[C@H]2C)cc1
    3.0	-0.9
COC(=O)c1c(C)oc2cc(Br)c(OCC(=O)c3ccc(F)cc3)cc12
    20.7	1.6
CC(C)(C)c1ccc(OCC(=O)Nc2ccccc2-c2nc3ccccc3s2)cc1
    0.7	0.4
Cc1ccc(S(=O)(=O)Nc2ccc3c(c2)C(=O)N([C@@H](C)CO)C[C@H](C)[C@H](CN(C)Cc2ccc(C(F)(F)F)cc2)O3)cc1
    x	0.4
OC(COc1ccc2ccccc2c1Br)Cn1cnc(-c2ccccc2)c1 (stereo not given)
    0.0	0.7
CC(C)Cc1ccc(S(=O)(=O)N2c3cc(F)ccc3CCC2C)cc1 (stereo not given)
    -334.1	-1.2
C[C@H](CO)N1C[C@H](C)[C@H](CN(C)Cc2ccc3c(c2)OCO3)Oc2c(NC(=O)Nc3ccc4c(c3)OCO4)cccc2C1=O
    -4.0	0.5
COCC(=O)N1C[C@@H](C)[C@H](OC)CN(C)C(=O)c2ccc(NC(=O)Nc3cccc(F)c3)cc2OC[C@@H]1C
    -2.3	0.2
COc1cccc(S(=O)(=O)N[C@H]2CC[C@H](CC(=O)NC3Cc4ccccc4C3)O[C@@H]2CO)c1
    -8.7	-0.2
CCCN(C)C[C@H]1OCCCC[C@H](C)Oc2ccc(NS(=O)(=O)c3ccc(F)cc3)cc2C(=O)N([C@@H](C)CO)C[C@H]1C
    -9.2	0.7
CC(C)C#Cc1ccc2c(c1)O[C@@H](CN(C)C)[C@H](C)CN([C@@H](C)CO)S2(=O)=O
    -11.0	-0.2
O=C(C[C@@H]1C[C@H]2c3cc(NS(=O)(=O)c4ccc(F)cc4)ccc3O[C@H]2[C@@H](CO)O1)NCc1cccc(F)c1
    -17.5	-0.1
O=C(C[C@@H]1C[C@@H]2c3cc(NC(=O)Nc4ccc(C(F)(F)F)cc4)ccc3O[C@@H]2[C@H](CO)O1)NCc1ccccn1
    3.7	0.2
O=C(Nc1cccc(Cl)c1)N[C@@H]1CC[C@H](CCn2cc(Cc3ccccc3)nn2)O[C@@H]1CO
    -4.0	0.2
C[C@H]1CN([C@@H](C)CO)C(=O)c2cccc(NC(=O)c3ccncc3)c2O[C@@H]1CN(C)C
    -4.6	3.8
Cc1ccc(S(=O)(=O)N(C)C[C@@H]2Oc3ccc(NC(=O)CCCN(C)C)cc3C(=O)N([C@H](C)CO)C[C@H]2C)cc1
    -7.9	x
C[C@H]1CN([C@@H](C)CO)S(=O)(=O)c2ccc(-c3cncnc3)cc2O[C@@H]1CN(C)C(=O)CC1CC1
    -10.1	-14.5
C[C@H](CO)N1C[C@H](C)[C@@H](CN(C)C(=O)c2ccccc2)OCCCC[C@H](C)Oc2ccc(N(C)C)cc2C1=O
    5.8	x
Cc1ccc(CN(C)C[C@@H]2OCc3cn(nn3)CCCC(=O)N([C@H](C)CO)C[C@H]2C)cc1
    5.0	2.4
C[C@H]1CN([C@@H](C)CO)C(=O)c2cc(NC(=O)c3ccncc3)ccc2O[C@@H]1CN(C)C(=O)Nc1ccc2c(c1)OCO2
    x	1.9
O=C(CC1CC1)N[C@H]1CC[C@@H](CCNS(=O)(=O)c2ccc(Cl)cc2)O[C@H]1CO
    7.1	0.3
COC(=O)c1c2oc(c1C(=O)OC)C(=O)N(C)Cc1cn(nn1)C[C@@H](Cc1ccccc1)NC(=O)N[C@H](CO)CC2
    -5.2	x
COc1ccc(S(=O)(=O)N(C)C[C@@H]2Oc3ccc(NC(=O)Nc4cccc5ccccc45)cc3C(=O)N([C@H](C)CO)C[C@H]2C)cc1
    x	0.5

# Whole records from above.
# Cc1ccc(S(=O)(=O)Nc2ccc3c(c2)C(=O)N([C@@H](C)CO)C[C@H](C)[C@H](CN(C)Cc2ccc(C(F)(F)F)cc2)O3)cc1 is listed with EZH2 inh = x; IDH1 R132H inh = 0.4
# COC(=O)c1c2oc(c1C(=O)OC)C(=O)N(C)Cc1cn(nn1)C[C@@H](Cc1ccccc1)NC(=O)N[C@H](CO)CC2 is listed with EZH2 inh = -5.2; IDH1 R132H inh = x

# Following part.
# Each structure is followed by: EZH2 inh	IDH1 R132H inh
C[C@H](CO)N1C[C@H](C)[C@H](CN(C)Cc2ccc(-c3ccccc3)cc2)Oc2ccc(NC(=O)C3CCCCC3)cc2C1=O
    x	-0.1
C[C@H](CO)N1C[C@H](C)[C@H](CN(C)Cc2ccc3c(c2)OCO3)Oc2ccc(NC(=O)C3CC3)cc2CC1=O
    -0.4	0.3
CCCC#Cc1cnc2c(c1)C(=O)N([C@H](C)CO)C[C@H](C)[C@@H](CN(C)Cc1ccccc1)O2
    -10.1	-2.0
C[C@@H]1CN([C@@H](C)CO)C(=O)c2cc(-c3cccc(F)c3)cnc2O[C@@H]1CN(C)Cc1ccccn1
    -13.1	-0.1
COC(=O)C[C@@H]1C[C@H]2c3cc(NC(=O)CN(C)C)ccc3O[C@H]2[C@H](CO)O1
    2.0	0.4
C[C@H]1CN([C@@H](C)CO)C(=O)Cc2cc(NC(=O)Cc3cn(C)c4ccccc34)ccc2O[C@@H]1CN(C)C(=O)Nc1ccc(C(F)(F)F)cc1
    x	0.1
c1cc(-c2nc(-c3ccc4c(c3)OCCCO4)cs2)ccc1-c1csnn1
    -12.5	0.5
C[C@H]1CN([C@@H](C)CO)S(=O)(=O)c2ccc(C#Cc3ccc(F)cc3)cc2O[C@@H]1CN(C)S(=O)(=O)c1ccc(F)cc1
    x	-0.2
C[C@H]1CN([C@@H](C)CO)C(=O)c2cccc(NC(=O)C3CC3)c2O[C@H]1CN(C)Cc1ccc2c(c1)OCO2
    x	2.7
CC(C)Oc1ccc(NC(=O)CCN2C(=O)c3ccccc3C2=O)cc1
    -13.0	0.5
C=CCNC(=O)[C@H]1[C@@H]2C(=O)O[C@@H](c3ccccc3)[C@@H](c3ccccc3)N2[C@@H](c2ccccc2OCCO)[C@]12C(=O)N(C(=O)OCCOC)c1ccc(C#Cc3ccc(OC)cc3)cc12
    -15.5	x
CS(=O)(=O)Nc1ccc2c(c1)[C@H]1C[C@H](CC(=O)NC3CCCCC3)O[C@H](CO)[C@H]1O2
    -4.0	-0.2
COCC#Cc1cnc2c(c1)C(=O)N([C@H](C)CO)C[C@H](C)[C@@H](CN(C)S(=O)(=O)c1cn(C)cn1)O2
    8.1	x
O=C(CSc1n[nH]c(-c2ccc(Cl)cc2Cl)n1)Nc1ccc(F)cc1
    22.6	0.4
CO[C@@H]1CN(C)C(=O)c2cc(NC(C)=O)ccc2OC[C@H](C)N(CCc2ccccc2)C[C@H]1C
    -13.4	-0.3
O=C(NCc1c(OC(=O)c2ccccc2[N+](=O)[O-])ccc2ccccc12)c1ccccc1
    17.7	0.9
Nc1cc(=O)[nH]c(SCC(=O)N2CCN(c3ccccc3)CC2)n1
    -14.7	-0.9
C[C@H](CO)N1C[C@H](C)[C@H](CN(C)C(=O)OCc2ccccc2)OCc2cn(nn2)CCCC1=O
    4.0	0.4
C[C@@H]1CCCCO[C@@H](CN(C)C(=O)Cc2ccccc2)[C@H](C)CN([C@@H](C)CO)C(=O)c2cc(NC(=O)c3ccncc3)ccc2O1
    x	1.0
Cc1cc(C)cc(N(C(C)C(=O)Nc2cccc(Br)c2)S(C)(=O)=O)c1 (stereo not given)
    1.6	0.0
C[C@H](CO)N1C[C@H](C)[C@@H](CN(C)Cc2ccc(Oc3ccccc3)cc2)Oc2ccc(N(C)C)cc2CC1=O
    -1.8	-0.1

# A portion of the library (hit frequency here may not be typical).
